Bcl-XL Bim block = disrupts Bim peptide binding to human Bcl-XL; bead flow cytometry, fluorescence; inhibition, % at 10 µM; actives 0.04% (n = 190,000)
Bcl-2 Bim block = human Bim-Bcl-2 interaction inhibition | Bead-based flow cytometry, Bim peptide-Bcl-2 binding | inhibition, % at 10 µM | actives 0.06% (n = 190,000) | AID 950; in the data active = inhibition above about 40%; inconclusive = no clear call, values can overlap the other calls;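 also: 0% = no compound wells with probe peptide and 100% = reference peptide inhibitor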
Target sequence (P10415 whole entry, looked up): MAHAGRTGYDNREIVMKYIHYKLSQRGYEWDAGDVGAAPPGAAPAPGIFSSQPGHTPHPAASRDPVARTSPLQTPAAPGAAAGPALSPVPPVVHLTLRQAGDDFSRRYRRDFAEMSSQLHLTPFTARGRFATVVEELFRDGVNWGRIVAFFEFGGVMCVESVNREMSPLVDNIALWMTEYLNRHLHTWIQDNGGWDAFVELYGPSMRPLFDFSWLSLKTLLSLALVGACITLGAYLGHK
Bfl-1 Bim block = inhibitors of Bim-Bfl-1 interaction, human. Bead-based flow cytometry, Bim-Bfl-1 binding inhibition. inhibition, % at 10 µM. actives 0.12% (n = 190,000). AID 1008;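 also: 0% = wells without compound plus tracer and 100% = blocker peptide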
Bim-Bcl-W = disrupts Bim peptide binding to human Bcl-W; Q92843; bead-based flow cytometry; inhibition, % at 10 µM; actives 0.02% (n = 190,000);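 also: 0% = bound tracer without compound and 100% = peptide blocker; higher means less fluorescent Bim peptide bound to Bcl-W beads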
Target sequence (Q92843 whole entry, looked up): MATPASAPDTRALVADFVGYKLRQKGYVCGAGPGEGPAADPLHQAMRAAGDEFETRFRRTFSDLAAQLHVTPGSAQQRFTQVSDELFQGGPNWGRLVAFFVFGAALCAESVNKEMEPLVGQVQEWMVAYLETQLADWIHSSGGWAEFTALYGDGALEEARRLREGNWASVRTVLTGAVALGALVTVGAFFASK
GSH bead fluor = GSH bead compound fluorescence profile; actives 0.25% (n = 190,000); GSH beads flow cytometry, compound fluorescence 488/530 nm; hits give high values; AID 1776; fluorescence (KMESF) at 10 µM; in the data active = fluorescence above about 89;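 also: glutathione beads carrying GST-tagged Bcl family fusion proteins plus one bare bead set; values are compound well signal with DMSO vehicle wells as background; inactives centre near 16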
Bim-Bcl-B = human Bim-Bcl-B interaction inhibition | actives 0.073% (n = 190,000) | Q9HD36 | inhibition, % at 10 µM | bead-based flow cytometry, Bim peptide-Bcl-B binding;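 also: 0% = tracer peptide without compound and 100% = reference inhibitor peptide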
Target sequence (Q9HD36 whole entry, looked up): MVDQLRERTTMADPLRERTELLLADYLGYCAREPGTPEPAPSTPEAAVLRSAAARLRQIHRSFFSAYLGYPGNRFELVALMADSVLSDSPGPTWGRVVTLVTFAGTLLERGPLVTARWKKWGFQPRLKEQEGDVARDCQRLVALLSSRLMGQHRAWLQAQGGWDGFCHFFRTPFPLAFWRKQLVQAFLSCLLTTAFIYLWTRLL
RGS7-Gao reg = modulates binding of RGS7 to human Galphao. P09471. Multiplexed bead flow cytometry; actives lie on both sides. binding response (% of control), % at 10 µM. actives 0.35% (n = 220,000). AID 1439; in the data active = binding response below about 49% or above about 150%; inconclusive = no clear call, values can overlap the other calls; inactive = in between;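 also: fluorescent Galphao held in activated GDP-AlF4 state binding bead-coupled RGS7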
Mcl1-Bid inh = disrupts binding of human Mcl-1 to Bid peptide | TR-FRET Mcl-1/Bid-Dy647 peptide binding, 1536-well | AID 1021 | actives 0.97% (n = 220,000) | Q07820 | inhibition, % at 21.7 µM;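 active = compounds that cut the binding signal by more than half at the single screening dose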;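 also: His-tagged Mcl-1 with europium anti-His antibody binding Bid BH3 peptide; 0% = Mcl-1 plus peptide wells and 100% = peptide-only wells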
Target sequence (Q07820 whole entry, looked up): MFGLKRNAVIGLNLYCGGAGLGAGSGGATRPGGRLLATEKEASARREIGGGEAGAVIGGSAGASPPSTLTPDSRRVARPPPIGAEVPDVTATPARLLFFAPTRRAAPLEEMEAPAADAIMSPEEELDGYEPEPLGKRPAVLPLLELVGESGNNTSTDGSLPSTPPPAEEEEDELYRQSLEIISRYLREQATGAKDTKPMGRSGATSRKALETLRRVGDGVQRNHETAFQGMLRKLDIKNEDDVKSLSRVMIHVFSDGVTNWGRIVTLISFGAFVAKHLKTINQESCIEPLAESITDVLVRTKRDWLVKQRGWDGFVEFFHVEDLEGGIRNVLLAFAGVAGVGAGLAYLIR
Bim-Mcl-1 = human Bim-Mcl-1 interaction inhibition; Q07820; Bead-based flow cytometry, Bim peptide-Mcl-1 binding; inhibition, % at 10 µM; actives 0.1% (n = 190,000); AID 1009;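 also: 0% = no compound tracer wells and 100% = peptide blocker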
RGS8-Gao = regulators of human RGS8-Galphao interaction; multiplexed bead flow cytometry, RGS8-Galphao binding; actives lie on both sides; response (percent of control binding), % at 10 µM; actives 0.34% (n = 220,000); in the data active = response below about 60% or above about 140%; inactive = in between;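 also: Galphao activated as the GDP aluminium fluoride complex binding bead-coupled RGS8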
RGS4-Gao reg = human RGS4-Galphao interaction regulation. actives 0.33% (n = 220,000). P09471. Multiplexed bead flow cytometry, RGS4-Galphao binding; actives lie on both sides. binding response (% of control), % at 10 µM; in the data active = binding response below about 49% or above about 150%; inactive = in between;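 also: fluorescent Galphao activated with aluminum fluoride binding bead-coupled RGS4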
The depositor's hits bear a star; u = inconclusive. Rule as the data show it, unless noted: active = inhibition above about 40%.

SMILES	Bcl-XL Bim block	Bcl-2 Bim block	Bfl-1 Bim block	Bim-Bcl-W	GSH bead fluor	Bim-Bcl-B	RGS7-Gao reg	Mcl1-Bid inh	Bim-Mcl-1	RGS8-Gao	RGS4-Gao reg
O=C(Nc1nnc(CC(=O)N2CCOCC2)s1)C1COc2ccccc2O1 (configuration not stated)	-1.0	-7.0	-10.0	2.0	17	-4.0	87.9	13.0	0.0	91.7	87.2
Cc1occc1C(=O)NCCCc1ccccc1	-2.0	-8.0	-7.0	-1.0	28	-8.0	98.8	-13.9	0.0	100.3	97.0
Cc1cc(=S)c2cccc(C)c2[nH]1	-7.0	-1.0	-1.0	-2.0	12	-16.0	104.3	-60.4	-3.0	95.8	96.0
COc1ccc(CCc2nnc(CCC(=O)NCCc3ncccc3C)o2)cc1	-3.0	-5.0	-6.0	-3.0	14	-1.0	103.5	-16.3	0.0	102.0	102.9
COc1ccc(F)cc1C(=O)C1CCCN(C(=O)Cc2c(C)noc2C)C1 (configuration not stated)	2.0	-2.0	6.0	0.0	9	-1.0	95.4	-17.8	-6.0	98.5	92.7
COc1cc(NC(=O)CN(C)S(=O)(=O)c2ccc3c(c2)CCC(=O)N3)cc(OC)c1	-2.0	-5.0	-9.0	2.0	19	-6.0	102.1	2.4	-1.0	101.5	102.5
Cc1cccc(-c2cc3nc4c(c(NCc5ccco5)n3n2)CCCC4)c1	-6.0	-5.0	-9.0	-5.0	33	-12.0	98.1	10.4	-7.0	102.4	100.9
Cc1c(C(=O)NCc2ccc3c(c2)cc(C)n3C)cccc1[N+](=O)[O-]	-5.0	-1.0	-2.0	-2.0	17	-6.0	91.9	-16.4	-5.0	89.2	78.5
COc1cc2[nH]c(=S)nc(NCc3cccs3)c2cc1OC	24.0	4.0	5.0	13.0	5	5.0	103.1	-38.7	15.0	101.6	102.4
O=C(Nc1ccccc1)c1cnc2ccccc2n1	0.0	3.0	0.0	0.0	10	-1.0	88.8	-4.3	0.0	67.6	89.4
CCOC(=O)CCC(=O)Nc1ccccc1C(N)=O	-7.0	-10.0	-16.0	-1.0	29	-11.0	101.2	1.2	-1.0	102.8	102.6
CC(=O)Nc1ccc(NC(=S)NC(=O)c2cc3ccccc3o2)cc1	-7.0	-6.0	-3.0	-6.0	6	-7.0	94.7	-9.6	-6.0	102.7	97.3
CCC(C)N=C1SCC(C)(/C=N/O)S1 (configuration not stated)	-4.0	-4.0	-9.0	1.0	43	-9.0	96.2	-8.4	-3.0	104.3	101.1
CCCn1c(-c2ccc(OC)cc2)nc2c(=O)n(C)c(=O)[nH]c21	0.0	-1.0	-2.0	0.0	17	-1.0	96.5	-22.5	-4.0	100.4	100.6
O=C(OCCN1C(=O)c2ccccc2C1=O)c1ccccc1	-2.0	-1.0	-4.0	2.0	10	0.0	96.3	-4.4	0.0	100.1	96.3
COc1ccc2c(c1)[nH]c1c(=O)n(N)cnc12	0.0	-7.0	-17.0	-2.0	13	-5.0	98.4	-2.1	1.0	106.3	104.0
Nc1ccc(C(=O)OCc2csc(-c3ccccc3)n2)cc1[N+](=O)[O-]	-3.0	-2.0	-1.0	-2.0	6	-9.0	98.3	-6.3	-4.0	100.7	100.2
C=CCN(CC=C)S(=O)(=O)c1ccc(C(=O)Nc2sc3c(c2C(N)=O)CCCCC3)cc1	-9.0	0.0	-2.0	-7.0	12	-7.0	96.7	-4.5	-6.0	102.2	96.7
COc1ccc(CCNC(=S)N2CCC(C(=O)c3ccc(F)cc3)CC2)cc1OC	-16.0	-3.0	0.0	-12.0	10	-6.0	108.2	-21.1	-25.0	117.5	110.9
N=c1n(CCO)c2ccccc2n1CCN1CCCCC1	0.0	1.0	3.0	0.0	20	4.0	94.5	5.6	0.0	99.2	94.8
CC(NC(=O)C1CCCN(S(=O)(=O)c2cccc3nonc23)C1)c1ccccc1 (configuration not stated)	-4.0	-12.0	-20.0	0.0	27	-8.0	101.5	-28.1	-4.0	101.2	99.1
CC1CC1C(=O)OCC(=O)NCc1ccc(Cl)cc1 (configuration not stated)	0.0	1.0	4.0	3.0	24	-3.0	101.8	-1.3	-2.0	99.6	99.4
CCN(CC)C(=S)SCC(=O)c1ccc(F)cc1	-3.0	-3.0	-2.0	-1.0	13	-7.0	103.5	-16.5	-5.0	100.3	101.1
CCCOc1cc(N(CC)CC)ccc1/C=C(/C#N)c1nc2ccc(C)cc2[nH]1	-10.0	-12.0	-13.0	-2.0	33	-11.0	100.0	-20.7	-4.0	101.1	99.9
C=C(C)CNC(=S)N/N=C/c1ccc(NC(C)=O)cc1	0.0	-3.0	-3.0	0.0	11	-3.0	u	-18.7	-1.0	102.5	100.2

Brought forward from above: 3 entries; new compounds follow.
SMILES	Bcl-XL Bim block	Bcl-2 Bim block	Bfl-1 Bim block	Bim-Bcl-W	GSH bead fluor	Bim-Bcl-B	RGS7-Gao reg	Mcl1-Bid inh	Bim-Mcl-1	RGS8-Gao	RGS4-Gao reg
CCN(CC)C(=S)SCC(=O)c1ccc(F)cc1	-3.0	-3.0	-2.0	-1.0	13	-7.0	103.5	-16.5	-5.0	100.3	101.1
CCCOc1cc(N(CC)CC)ccc1/C=C(/C#N)c1nc2ccc(C)cc2[nH]1	-10.0	-12.0	-13.0	-2.0	33	-11.0	100.0	-20.7	-4.0	101.1	99.9
C=C(C)CNC(=S)N/N=C/c1ccc(NC(C)=O)cc1	0.0	-3.0	-3.0	0.0	11	-3.0	u	-18.7	-1.0	102.5	100.2
CC(Oc1ccc(Cl)cc1Cl)C(=O)NN=C1CCN(C)CC1 (configuration not stated)	-1.0	1.0	0.0	-2.0	6	-5.0	99.0	-33.2	-1.0	83.3	96.0
COc1cccc(C(=O)NNC(=O)c2sccc2-n2cccc2)c1	-5.0	-1.0	-7.0	-2.0	19	-5.0	101.0	-24.0	-1.0	103.8	101.2
COc1ccc(C2CC(=O)NC3=C2C(=O)CCC3)cc1Cl (configuration not stated)	0.0	1.0	-3.0	0.0	17	0.0	100.5	-3.3	0.0	102.2	99.7
O=C(NNc1nc2ccccc2nc1C(F)(F)F)c1ccccc1	-1.0	-1.0	9.0	0.0	17	-18.0	97.9	-7.0	0.0	97.7	96.7
COC(=O)c1cc(C(=O)NCCN2C(=O)S/C(=C\c3cccs3)C2=O)cc([N+](=O)[O-])c1	-8.0	1.0	1.0	-4.0	10	-8.0	103.5	-7.8	-8.0	101.6	101.0
CCCOC(=O)c1cccc(Nc2nc(-c3cccnc3)nc3ccccc23)c1	-2.0	0.0	1.0	-3.0	9	-5.0	93.9	-1.6	0.0	97.1	91.8
COc1ccc(OC)c(C2C(C#N)=C(N)Oc3cc(C)[nH]c(=O)c32)c1 (configuration not stated)	-4.0	-1.0	-1.0	-5.0	28	-5.0	101.3	-37.1	-4.0	100.4	101.9
CCN(Cc1ccccc1)S(=O)(=O)c1ccc(C(=O)N2CCN(c3nc4ccccc4s3)CC2)cc1	-6.0	-1.0	-2.0	-3.0	9	-6.0	98.5	-4.7	-4.0	100.0	98.2
CC(C)CN(C)C(=O)CCc1nnc(Cc2cccc(C(F)(F)F)c2)o1	-1.0	-7.0	-7.0	-2.0	9	-4.0	98.9	-25.3	-1.0	100.7	101.0
COc1ccc(C2=CC(c3ccc(OC)c(OC)c3)n3nnnc3N2)c(OC)c1 (configuration not stated)	0.0	-1.0	-1.0	0.0	15	-1.0	99.6	-24.2	1.0	98.3	103.0
CC(=O)N1CCN(c2c(F)c(F)c(C(F)(F)F)c(F)c2F)CC1	0.0	-4.0	-6.0	-4.0	9	-6.0	102.0	-0.2	-3.0	103.8	104.6
CCC(=O)Nc1cc2c(C)cc(=O)oc2cc1C	-2.0	5.0	4.0	-5.0	17	3.0	103.0	11.7	-4.0	100.7	102.5
C=CCn1c(COc2ccc(F)cc2)nnc1SCC(=O)NC(=O)NCc1ccco1	-6.0	-2.0	-4.0	1.0	12	-8.0	95.5	-29.0	-6.0	96.3	93.4
CCOC(=O)c1nn(-c2ccc(C)cc2)c(=O)c2c(N)scc12	4.0	12.0	10.0	-1.0	22	-2.0	91.2	-33.9	-1.0	90.9	94.9
COCCn1c(-c2ccc(Br)cc2)csc1=Nc1cccnc1	0.0	2.0	-2.0	0.0	15	-3.0	107.5	-22.1	3.0	100.4	103.2
Cn1c(SCc2ccccc2)nnc1-c1ccncc1	2.0	-8.0	-9.0	0.0	63	-6.0	96.1	-6.2	1.0	97.3	93.8
CCC1CCC(c2nnc(-c3ccc(Br)cc3)o2)CC1 (configuration not stated)	-2.0	-1.0	3.0	-1.0	9	0.0	85.7	3.0	-1.0	71.5	89.3
COc1ccc(CCN2CC(C#N)=C3c4cc(OC)c(OC)cc4CCN3C2)cc1OC	-4.0	-8.0	-14.0	-2.0	23	-8.0	103.8	-10.2	-3.0	101.2	100.7
O=C(CCC(=O)c1cccs1)Nc1ccc(F)c(F)c1F	-2.0	-2.0	-9.0	3.0	19	-5.0	75.4	-6.3	1.0	94.5	77.7
Cc1cccc(NC(=O)c2ccc(N(C)C3CCCCC3)c([N+](=O)[O-])c2)n1	-2.0	-3.0	0.0	0.0	20	-3.0	104.0	-4.5	-1.0	102.2	100.2
OC(Cn1cncn1)(c1ccccc1)c1ccccc1	-3.0	-6.0	-2.0	-3.0	13	-4.0	104.7	-24.8	-4.0	100.9	104.7
COCCn1c(SCC(=O)Nc2nnc(C)s2)nnc1-c1ccco1	-2.0	3.0	-3.0	1.0	12	-3.0	108.4	-28.6	0.0	105.8	103.2
COc1ccc(CC(=O)Nc2ccc(-c3cn4ccccc4n3)cc2)cc1	0.0	-1.0	0.0	1.0	22	0.0	105.6	-45.9	0.0	105.1	104.7
Cc1ccc([N+](=O)[O-])cc1N(CC(=O)NC1CCCC1)S(C)(=O)=O	-3.0	-1.0	-7.0	-3.0	15	-5.0	u	-7.2	-1.0	102.0	99.7
CCCCC(C(=O)NC(=O)NCc1ccccc1)N1C(=O)c2ccccc2C1=O (configuration not stated)	-10.0	-12.0	-13.0	0.0	23	-8.0	97.0	-3.8	-3.0	104.0	102.4

Later entries
SMILES	Bcl-XL Bim block	Bcl-2 Bim block	Bfl-1 Bim block	Bim-Bcl-W	GSH bead fluor	Bim-Bcl-B	RGS7-Gao reg	Mcl1-Bid inh	Bim-Mcl-1	RGS8-Gao	RGS4-Gao reg
CCOC(=O)C1CCN(C(=O)c2cccnc2)CC1	-1.0	-5.0	-2.0	0.0	16	-1.0	101.7	-25.3	0.0	100.3	103.1
CCOc1ccccc1-c1nc(CN(Cc2cnn(C)c2)C(C)C)c(C)o1	0.0	-7.0	-5.0	0.0	10	-2.0	91.5	-22.0	-2.0	96.9	98.1
O=C(CSc1nnc2ccccn12)NCCc1ccc(Cl)cc1	-4.0	-2.0	-7.0	-4.0	16	-8.0	u	-10.0	-3.0	100.0	98.1
Cc1ccc(NC(=O)N2CCC(c3nc4c(nnn4Cc4c(F)cccc4Cl)c(=O)[nH]3)CC2)cc1	0.0	-1.0	-1.0	3.0	12	-2.0	95.7	-5.1	0.0	103.8	105.1
CCCC(=O)Nc1ccccc1N1CCN(C(=O)C(C)C)CC1	-5.0	-5.0	-2.0	-2.0	30	-3.0	94.6	-25.1	-5.0	98.9	97.2
COc1ccc(-n2c(O)c(/C=N/NS(=O)(=O)c3cc(C)ccc3C)c3ccccc3c2=O)cc1OC	-1.0	4.0	2.0	1.0	11	0.0	100.4	-18.7	-1.0	100.6	103.6
